CHRM5 antagonist: CHRM5 antagonism in calcium assay; P08912; CHO-hM5 cells, Fluo-8 calcium fluorescence, ACh EC80; 360,000 tested, 0.59% active; inhibition, % at 3 µM;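 active means inhibition above a per-plate cutoff, the mean of that plate's test compounds plus 3 SD, cut at about 27% in these data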;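 further: 0% = acetylcholine EC80 with DMSO and 100% = DMSO without agonist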
Target sequence (P08912 whole entry, looked up): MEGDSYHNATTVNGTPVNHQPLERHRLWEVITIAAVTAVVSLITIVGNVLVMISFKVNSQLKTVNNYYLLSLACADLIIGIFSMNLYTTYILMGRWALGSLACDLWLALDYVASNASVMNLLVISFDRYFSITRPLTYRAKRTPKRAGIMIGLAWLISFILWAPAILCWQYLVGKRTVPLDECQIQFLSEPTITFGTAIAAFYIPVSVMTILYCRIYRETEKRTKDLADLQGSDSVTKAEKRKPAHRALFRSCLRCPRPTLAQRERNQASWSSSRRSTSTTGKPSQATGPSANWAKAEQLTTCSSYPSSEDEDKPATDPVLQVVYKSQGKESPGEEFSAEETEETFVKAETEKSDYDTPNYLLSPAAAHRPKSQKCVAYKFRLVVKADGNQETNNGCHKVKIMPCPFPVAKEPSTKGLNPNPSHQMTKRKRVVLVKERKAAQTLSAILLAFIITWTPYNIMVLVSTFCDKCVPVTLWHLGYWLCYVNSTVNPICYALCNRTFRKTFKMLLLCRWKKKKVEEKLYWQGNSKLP
CHO-K1 Ca PAM: M1 PAM counterscreen hit in parental CHO-K1 cells; ATP EC20, Fluo-8 calcium fluorescence; 0% at ATP EC20, 100% at ATP max; 360,000 tested, 0.02% active; activation, % at 3 µM;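 active means activation above the run cutoff, the mean activation of all test compounds plus 3 SD, cut at about 40% in these data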;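 further: peak over basal fluorescence ratio in a 140 s read after ATP addition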
M4 PAM: positive allosteric modulators of human muscarinic M4 receptor | activation, % at 3 µM | P08173 | CHO-K1 hM4/Gqi5, Fluo-8 calcium fluorescence, ACh EC20; 0% = ACh EC20, 100% = maximal ACh | AID 624126 | 360,000 tested, 0.4% active;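 active means activation above its plate's cutoff, the mean activation of sample wells plus 3 SD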; further: some results filed as inactive read as strong as hits
TAAR1 antagonist: human TAAR1 antagonism. 360,000 tested, 1.5% active. AID 624466. CHO RD-HGA16 TAAR1, Fluo-8 calcium fluorescence, antagonist. inhibition, % at 3 µM;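 active means inhibition above a per-plate cutoff, the mean inhibition of test compounds on that plate plus 3 SD, cut at about 49% in these data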;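 further: 0% = DMSO plus EC80 beta-PEA response and 100% = DMSO alone without agonist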
Target sequence (Q96RJ0 whole entry, looked up): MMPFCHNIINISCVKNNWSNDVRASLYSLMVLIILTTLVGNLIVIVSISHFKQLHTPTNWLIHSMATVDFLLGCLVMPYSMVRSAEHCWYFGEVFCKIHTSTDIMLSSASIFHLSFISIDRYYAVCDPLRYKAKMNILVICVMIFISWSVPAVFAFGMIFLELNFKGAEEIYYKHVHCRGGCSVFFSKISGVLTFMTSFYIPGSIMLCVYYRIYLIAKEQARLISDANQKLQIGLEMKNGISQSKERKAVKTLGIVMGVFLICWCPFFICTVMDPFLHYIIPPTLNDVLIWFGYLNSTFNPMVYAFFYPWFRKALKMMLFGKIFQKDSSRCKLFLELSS
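Material: CHO RD-HGA16 cells bearing hTAAR1; compound dosing: one-point dosing, 3 µM nominal final; schedule: dye loading 75 min at 37 °C, then 30 min room temperature; measured by: calcium fluorescence with Fluo-8; control set: vehicle and agonist controls; replication: n of 1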
CHRM5 PAM: CHRM5 positive allosteric modulation; 360,000 tested, 0.3% active; CHO-K1 hM5, Fluo-8 calcium, ACh EC20 PAM; 0% = ACh EC20, 100% = ACh EC100; P08912; activation, % at 3 µM;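 active means activation above the run cutoff, the mean activation of all test compounds plus 3 SD, cut at about 18% in these data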
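Assay system: CHO-K1 hM5 cells / Incubation: Fluo-8 loading 80 min at 37 °C plus 30 min room temperature / Technique: Fluo-8 calcium dye fluorescence, kinetic read / Repeats: single replicate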
CRFR2-BP antag: antagonists of CRF-binding protein/CRF-R2 receptor complex | inhibition, % at 11.8 µM | 350,000 tested, 0.59% active | AID 588475 | HEK293 CRF-R2/CRF-BP, CRF-induced calcium fluorescence;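 active means inhibition of the ligand-induced calcium signal above about 50% at the single tested concentration, limit read from the data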
CRFBP-R2 agonist: CRF-BP/CRF-R2 complex agonism | AID 588473 | activation, % at 13.2 µM | 350,000 tested, 0.46% active | HEK293 CRF-R2/CRF-BP, calcium dye fluorescence (FLIPR); percent of saturating CRF peptide response;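 active means activation of at least 50%, plus an integration ratio under a set limit after plate pattern correction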;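 further: plate controls were neutral control wells without compound for no effect and CRF at EC100 for full effect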
M5 ag: agonists of human muscarinic M5 receptor (CHRM5) | P08912 | CHO-K1 hM5 cells, Fluo-8 calcium fluorescence; 0% DMSO wells, 100% maximal acetylcholine response | activation, % at 3 µM | 360,000 tested, 0.19% active;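 active means activation above the run's mean over test compounds plus 3 SD, cut at about 23% in these data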;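 further: signal is peak over basal fluorescence ratio across the kinetic read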
TAAR1 ag: human TAAR1 agonism; Q96RJ0; CHO RD-HGA16 TAAR1, Fluo-8 calcium fluorescence; vehicle wells 0%, saturating PEA agonist 100%; activation, % at 3 µM; 360,000 tested, 0.99% active;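 active means activation above the mean activation of all test compounds in the run plus 3 SD, cut at about 38% in these data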
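Benchmarks: low control DMSO, high control PEA (EC100); System: CHO RD-HGA16 cells carrying human TAAR1 plus Gα16; Detection: Fluo-8 fluorescence, 5 s baseline then 140 s kinetic read; Schedule: 17-24 h plating, Fluo-8 75 min 37 °C, 30 min RT; Read-out basis: % activation from peak over basal fluorescence ratio, DMSO-to-PEA scaled.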
An asterisk follows results filed as active; · = no result given.

SMILES	CHRM5 antagonist	CHO-K1 Ca PAM	M4 PAM	TAAR1 antagonist	CHRM5 PAM	CRFR2-BP antag	CRFBP-R2 agonist	M5 ag	TAAR1 ag
NS(=O)(=O)c1ccc(CNC(=O)NC2(c3ccccc3)CC2)cc1	2.3	5.7	-2.1	-13.5	-6.4	-0.8	-0.1	2.1	0.9
Cc1cccc(NC(=O)CCSc2nnc(Cc3ccccc3)o2)c1	2.2	18.0	0.8	3.6	4.0	-6.1	1.1	0.4	-0.5
CCOC(=O)C(=N/O)/C(C)=N/NC(=O)C(=O)Nc1ccc(Cl)cc1	27.3*	-5.7	-8.9	3.6	-20.2	-5.8	-6.9	4.4	5.0
FCCCOc1ccc(/C=N/OCc2c(Cl)cccc2Cl)cc1	-10.5	5.5	-2.8	-8.3	-0.7	1.2	6.9	-2.1	-0.2
Cc1nn(C)c(C)c1Nc1ccc(N2C(=O)C3CC=CCC3C2=O)cc1[N+](=O)[O-] (stereo not drawn)	4.0	11.8	-4.8	0.1	-8.0	-16.8	-0.3	1.3	8.2
Cc1cccc(-c2ccc3ncnc(NCc4cccs4)c3c2)c1	18.9	18.6	-8.1	30.1	-12.9	-8.9	-0.7	-11.7	21.5
COc1ccc(OC)c(CNC(=O)c2nn(C)c3c2CS(=O)(=O)c2ccccc2-3)c1	-3.8	8.0	1.2	-18.9	1.8	3.7	-0.4	-2.4	7.5
O=C(O)C1C=Cc2ccccc2N1C(=O)c1ccccc1 (stereo not drawn) (tested in a mixture with another compound)	0.6	-3.6	10.2	0.6	9.3	-4.2	-2.7	2.2	3.7
Nc1c(C(O)(C(F)(F)F)C(F)(F)F)cc(C(O)(C(F)(F)F)C(F)(F)F)c2ccccc12	-3.1	-0.1	-0.1	·	-21.9	-16.3	9.6	-4.6	·
Cc1cc2c(=O)n(C)c(SCC(=O)Nc3ccc(F)cc3)nc2s1	3.8	-14.2	-3.4	11.8	-3.9	7.4	-1.6	2.2	3.4
COc1ccc(CC(=O)Nc2nccs2)cc1S(=O)(=O)N1CCOCC1	1.1	1.6	7.6	-0.3	-1.7	2.2	1.8	1.9	4.0
Cc1ccc(C)c(NC(=O)C(OC(=O)c2ccc(NC(=O)CC#N)cc2)c2ccccc2)c1 (stereo not drawn)	9.7	-2.1	-1.4	31.7	-17.6	6.4	3.2	-2.2	3.9
CC1(C)C2CCC1(C)C(OC(=O)C[n+]1ccccc1N)C2 (stereo not drawn)	-0.1	15.5	-18.6	13.3	1.6	-6.7	2.0	-16.0	4.7
COc1ccc(-c2csc3ncnc(N4CCN(c5ccc(OC)cc5)CC4)c23)cc1	0.8	14.7	1.1	-14.7	-6.8	4.2	-0.4	-5.9	-2.2
COCCCNC(=O)CN(c1cc([N+](=O)[O-])ccc1OC)S(C)(=O)=O	-10.2	16.3	-3.1	1.2	4.6	3.7	-1.5	-1.0	1.0
Cc1cccc(NC(=O)CC2CCC2)c1	-9.8	23.8	5.5	9.3	2.3	-1.5	0.0	-3.8	5.7
CC(C)NC(=S)N(CCc1ccncc1)C(C)C	-3.6	13.9	-3.6	-0.6	5.1	111.7*	0.0	-1.1	-2.6
CC(C)CC(=O)Nc1ccc(C(=O)CN2C(=O)NC3(CCOc4ccccc43)C2=O)cc1 (stereo not drawn)	14.8	-21.4	3.9	-4.6	-3.0	-11.2	2.2	0.1	4.4
C/C=C/Cn1c(Br)nc2c1c(=O)[nH]c(=O)n2C	5.8	4.1	5.5	·	3.0	-4.2	6.3	1.9	·
CC(=O)C1=C(O)C=C(c2ccco2)CC1c1ccco1 (stereo not drawn)	1.5	-0.8	-2.5	-1.7	-5.6	-0.2	0.1	-10.0	3.6
O=C(Nc1c(C(=O)N2CCOCC2)cnn1-c1ccccc1Cl)c1ccco1	7.0	-4.5	0.3	5.8	1.9	4.7	0.2	0.7	2.4
CC(C)c1ccc(OCC(O)Cn2cnc3ccccc32)cc1 (stereo not drawn)	12.4	4.8	-16.0	-0.6	-18.5	-18.8	-0.3	4.7	5.0
O=C(CN(C(=O)c1ccc(Cl)cc1)C1CCCCC1)Nc1ccc(Cl)c([N+](=O)[O-])c1	-3.5	15.8	9.9	-15.3	6.2	-22.9	3.9	0.9	0.1
Cc1ccc2c(c1)C(=C(C#N)C#N)C(=O)N2CCN1CCOCC1	1.1	21.1	-10.6	-0.3	2.3	0.7	6.6	1.8	3.3
CCOC(=O)c1ccc2[nH]c3c(c2c1)CCCC3O (stereo not drawn)	6.2	14.5	3.8	12.5	-2.5	0.2	0.6	-2.4	10.8
CCCCNC(=O)Nc1nnc(C(C)(C)C)s1	11.5	-19.1	-17.7	7.5	-2.7	-1.9	-0.6	2.2	0.2
CCCCCCCCCCC[N+](C)(C)CC/C=C1/c2ccccc2Sc2ccc(Cl)cc21	82.2*	3.4	-19.3	·	-18.2	-13.6	-1.1	-8.0	·
CC(/C=N\NC(=O)CN1CCN(S(=O)(=O)c2ccc(C)cc2)CC1)=C\c1ccccc1	9.4	2.5	-5.5	10.0	-8.9	24.0	-1.6	-5.7	5.1
O=C(Cc1ccc(S(=O)(=O)N2CCOCC2)s1)Nc1ccccc1Br	4.5	18.0	-13.3	-13.3	9.8	29.2	0.2	-3.7	0.6
CN(C)CC[n+]1ccc(C(=O)c2ccccc2)cc1	1.7	-16.6	6.8	-13.8	3.5	1.8	0.1	-3.9	0.5
Cc1ccc(S(=O)(=O)NCC(=O)NCc2cc(=O)n(C)c(=O)n2C)cc1C	-0.6	16.3	1.5	-13.4	-0.7	-4.5	3.0	-2.9	-0.4
COCCN(C(=O)Cn1nnc2ccccc21)C(C(=O)NC1CCCCC1)c1ccc(OC)cc1OC (stereo not drawn)	-6.3	13.5	16.0	4.7	7.9	-13.8	1.7	-10.3	8.0
C#CCOCCOCCOCCNc1nc(N2CCN(C(=O)CCCCCCCCCCNC(=O)[C@@H](CCC(=O)O)n3cc(CCCCCN)nn3)CC2)nc(N2CCN(C(=O)CCCCCCCCCCNC(=O)[C@H]([C@@H](C)CC)n3cc(CCCCCN)nn3)CC2)n1	-4.5	9.9	-7.2	·	0.4	-34.1	37.2	0.0	·
Cc1cccc(NC(=O)c2nc[nH]c2C(=O)N[C@@H](C)c2ccccc2)c1	5.1	2.6	2.4	-22.9	4.7	8.2	0.4	-0.1	8.5
O=C(c1nc2ncccn2n1)N1CCN(c2ccccc2)CC1	3.6	14.2	-1.1	4.5	-3.6	0.1	-1.5	1.1	-3.5
Cc1cccc(-c2ocnc2C(=O)Nc2ccccc2NC(=O)c2ccccn2)c1	7.3	-13.9	-1.2	18.2	-2.9	-3.0	0.4	-3.0	-1.7
COc1ccc(C#Cc2cccc(-c3nc(C(=O)N4CCN(C)CC4)cc4c3[C@H](CCO)N(S(=O)C(C)(C)C)C4)c2)cc1OC (stereo partly drawn)	-1.0	-1.6	3.5	-0.7	-1.7	·	·	1.5	0.5
CN(C)/C=N/C(=S)Nc1ccc(Cl)cc1Cl	1.9	1.1	0.9	1.7	2.2	4.0	-0.9	-0.6	0.7
CCc1nccn1CCC(=O)N1CCCC(N2CCN(c3ccccc3C)CC2)C1 (stereo not drawn)	1.7	4.0	-4.8	-31.7	2.9	5.2	0.7	-6.6	0.7
CCC(=O)Nc1sc(C(=O)N2CCCCC2)c(C)c1C#N	-11.4	6.8	8.9	0.1	-1.9	-2.2	-1.3	-1.3	6.0
CC(C)c1ccc(N(C(=O)c2ccco2)C(C(=O)NC2CCCC2)c2ccncc2)cc1 (stereo not drawn)	-6.5	13.0	5.1	-14.1	11.4	-4.4	-0.3	-2.8	11.3
Cn1c(=O)c2c(nc(CN3CCN(C(=O)c4ccco4)CC3)n2Cc2ccc(F)cc2)n(C)c1=O	-6.3	18.1	3.8	-1.1	6.5	0.6	-0.9	1.7	1.6
CCO[C@@H]1OC(C(=O)NCc2nc3ccccc3[nH]2)=C[C@H](c2csc3ccccc23)[C@H]1CCCO	5.8	-10.4	-5.7	53.4*	-7.8	-21.8	2.0	-5.2	19.3
COc1ccccc1NS(=O)(=O)c1cc(C(=O)N2CCN(C(=O)c3ccco3)CC2)ccc1F	11.0	-4.0	-7.1	34.0	-20.8	-5.2	0.2	2.0	16.3
COc1ccc(Br)cc1CNC(=O)C1CCN(S(=O)(=O)N2CCC(C)CC2)CC1	7.0	15.6	-2.5	-4.7	-7.2	23.9	-0.8	-0.9	-1.4
CC(C)CCn1nnnc1C(c1ccccc1)N1CCN(C)CC1 (stereo not drawn)	-0.3	9.4	-4.7	4.3	2.2	-5.3	0.3	-8.3	7.1
O=C(CCC(F)(F)F)N1CCCC(CO)(CCc2ccccc2)C1 (stereo not drawn)	5.6	1.9	-0.1	3.2	2.9	-0.5	1.6	-1.7	0.9
O=C(CC(=O)NN=C1CCCC1)NCCc1ccccc1	-4.5	-6.4	-1.7	-12.8	-1.7	-7.3	-3.1	-6.5	31.9

Retrieved one by one from above, 4 records:
SMILES	CHRM5 antagonist	CHO-K1 Ca PAM	M4 PAM	TAAR1 antagonist	CHRM5 PAM	CRFR2-BP antag	CRFBP-R2 agonist	M5 ag	TAAR1 ag
CC(C)c1ccc(N(C(=O)c2ccco2)C(C(=O)NC2CCCC2)c2ccncc2)cc1 (stereo not drawn)	-6.5	13.0	5.1	-14.1	11.4	-4.4	-0.3	-2.8	11.3
O=C(CCC(F)(F)F)N1CCCC(CO)(CCc2ccccc2)C1 (stereo not drawn)	5.6	1.9	-0.1	3.2	2.9	-0.5	1.6	-1.7	0.9
CCc1nccn1CCC(=O)N1CCCC(N2CCN(c3ccccc3C)CC2)C1 (stereo not drawn)	1.7	4.0	-4.8	-31.7	2.9	5.2	0.7	-6.6	0.7
COc1ccc(Br)cc1CNC(=O)C1CCN(S(=O)(=O)N2CCC(C)CC2)CC1	7.0	15.6	-2.5	-4.7	-7.2	23.9	-0.8	-0.9	-1.4

Next records
SMILES	CHRM5 antagonist	CHO-K1 Ca PAM	M4 PAM	TAAR1 antagonist	CHRM5 PAM	CRFR2-BP antag	CRFBP-R2 agonist	M5 ag	TAAR1 ag
CCCC(=O)NC(=S)Nc1cccc(NC(=O)c2ccc(Cl)cc2Cl)c1	5.0	0.5	-3.6	56.3*	-12.1	3.7	-2.6	-9.5	11.1
O=C(NC1CCCC1)c1ccc2nc(-c3ccco3)c(-c3ccco3)nc2c1	0.9	-6.3	-8.3	·	-2.4	18.4	-4.8	-0.8	·
O=Nc1ccc(NOC(=O)c2ccccc2Br)cc1	0.8	12.3	-0.4	-2.5	-1.0	16.4	-3.4	-4.2	6.8
COc1ccccc1N(C)S(=O)(=O)c1ccc(C(=O)NCc2ccc3c(c2)OCO3)cc1	8.0	7.8	-16.4	66.7*	-14.8	3.1	1.2	3.4	18.4
CCSc1cc(C)nc2c(-c3ccc(Cl)cc3)c(C)nn12	3.3	19.2	8.8	-9.0	-2.4	-39.4	-1.7	-1.0	3.2
C=CCn1c(SCC(C)=O)nc2scc(-c3ccco3)c2c1=O	19.0	-22.6	-10.8	17.0	-6.7	8.2	0.1	-0.8	2.9
